# STAT3 blocker = inhibitors of IL-6 induced STAT3 signaling. 190,000 tested, 0.89% active. U3A cells, IL-6 STAT3-luciferase reporter, luminescence; host cell line lacks STAT1. AID 862. inhibition, % at 5.5 µM;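 active means inhibition above the mean inhibition across all screened compounds plus 3 SD, cut at about 44% in these data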;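 further: 0% = DMSO only wells and 100% = 100 µM nifuroxazide control wells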
# PPARg SRC-2 ag = promotes SRC-2 coactivator recruitment by human PPARgamma | P37231 | PPARgamma LBD-SRC-2 recruitment, biochemical | activation, % at 8 µM | 200,000 tested, 0.34% active; in the data active means activation above about 22%;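 further: 0% = vehicle and 100% = reference agonist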
# bIAP act = increases bovine intestinal alkaline phosphatase activity; activation factor at 20 µM; purified bovine IAP, CDP-star luminescence, 30 min; stronger effect = higher value; fold of DMSO-control signal, blank-subtracted; 200,000 tested, 0.17% active; AID 1016;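 active means activation factor of 2 or more at 20 µM, a signal rise over negative controls twice the positive control's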
# ROMK mod = modulators of human ROMK potassium channel; P48048; Tet-inducible ROMK, thallium flux fluorescence; actives lie on both sides; B-score at 10 µM; 130,000 tested, 2% active; AID 1918;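 active means signal ratio slope over the read window, or its plate-corrected B-score, at least 3 SD from the plate mean, either direction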;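 further: B-score of the F/F0 ratio slope over 7 to 12 s after thallium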
# Target sequence (P48048 whole entry, looked up): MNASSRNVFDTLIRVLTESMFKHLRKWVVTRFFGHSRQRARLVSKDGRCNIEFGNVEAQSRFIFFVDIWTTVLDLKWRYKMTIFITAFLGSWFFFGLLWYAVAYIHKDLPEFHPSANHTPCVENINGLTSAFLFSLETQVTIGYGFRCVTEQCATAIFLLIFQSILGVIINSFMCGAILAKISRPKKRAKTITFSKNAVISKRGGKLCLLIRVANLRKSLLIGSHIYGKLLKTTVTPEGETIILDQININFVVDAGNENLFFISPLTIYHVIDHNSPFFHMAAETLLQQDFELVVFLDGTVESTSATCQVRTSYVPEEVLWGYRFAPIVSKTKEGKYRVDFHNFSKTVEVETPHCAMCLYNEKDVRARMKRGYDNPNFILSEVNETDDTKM
# PPARg SRC-3 ag = agonists of human PPARgamma SRC-3 coactivator recruitment | P37231 | biochemical PPARgamma/SRC-3 coactivator recruitment assay | activation, % at 8 µM | 200,000 tested, 0.26% active; in the data active means activation above about 23%;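 further: 0% = DMSO and 100% = reference agonist; some compounds past the cut are filed as inactive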
# SRC2 TRFRET art = TR-FRET artefact, counter-screen to PPARgamma/SRC-2 agonist assay; stronger effect = higher value; TR-FRET ratio at 8 µM; 200,000 tested, 0.4% active; AID 1049; in the data active means TR-FRET ratio above about 2000; further: inactives centre near 1500
# STAT1 blocker = reduces IFN-gamma driven STAT1 reporter signal; NIH 3T3 STAT1-luciferase reporter, luminescence; inhibition, % at 5.5 µM; 200,000 tested, 0.35% active; AID 920;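 active means inhibition above a set limit, the mean inhibition across all tested compounds plus 3 SD, cut at about 34% in these data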;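 further: 0% = IFN-gamma with DMSO and 100% = IFN-gamma with 300 µM nifuroxazide; values of inactives mirror those of a sister screen read the other way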
# TNAP act hiacc = TNAP (human) activation, high acceptor; purified TNAP, CDP-star luminescence, 1 M DEA, 30 min; stronger effect = higher value; 0 = EDTA background, 1 = DMSO-only activity; 200,000 tested, under 10 active; P05186; activation factor at 20 µM;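 active means activation factor at least 2 at 20 µM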
# Target sequence (P05186 whole entry, looked up): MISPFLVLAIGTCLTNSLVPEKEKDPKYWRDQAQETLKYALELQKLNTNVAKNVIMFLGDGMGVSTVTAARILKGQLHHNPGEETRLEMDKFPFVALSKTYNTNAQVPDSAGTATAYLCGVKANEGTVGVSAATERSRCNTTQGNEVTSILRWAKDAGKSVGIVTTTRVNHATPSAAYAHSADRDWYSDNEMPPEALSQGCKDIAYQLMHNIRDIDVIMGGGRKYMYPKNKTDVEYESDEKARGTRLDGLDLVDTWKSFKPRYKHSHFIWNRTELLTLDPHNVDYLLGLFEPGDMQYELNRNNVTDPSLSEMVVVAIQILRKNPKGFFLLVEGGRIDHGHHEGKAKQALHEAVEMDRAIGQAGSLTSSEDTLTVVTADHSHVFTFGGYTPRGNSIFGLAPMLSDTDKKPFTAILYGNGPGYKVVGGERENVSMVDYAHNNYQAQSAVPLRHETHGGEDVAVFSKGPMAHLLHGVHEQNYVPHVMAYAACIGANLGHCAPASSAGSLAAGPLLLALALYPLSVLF
#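 Control set: EDTA negative control, DMSO positive control / Assay system: human TNAP / Quantity: TNAP 1/800 final / Evaluation: TNAP activation factor scaled between EDTA and DMSO control wells / Measured by: luminescent substrate turnover signal / Compound dosing: one dose, 20 µM / Times: 30 min enzyme reaction at room temperature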
# PPARg SRC-1 ag = PPARgamma-driven SRC-1 recruitment agonism. P37231. PPARgamma-SRC-1 coactivator recruitment biochemical assay. activation, % at 8 µM. 200,000 tested, 0.41% active; in the data active means activation above about 19%;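 further: 0% = DMSO and 100% = reference agonist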
# STAT3 activator = activators of IL-6 induced STAT3 signaling | U3A cells, IL-6 STAT3-luciferase reporter, luminescence; 100% = signal with IL-6 EC80 alone | activation (% of control), % at 5.6 µM | 190,000 tested, 0.91% active;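 active means activation above the screen-wide mean of compound activation plus 3 SD, cut at about 130% in these data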;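 further: 0% = background luminescence of wells with medium and substrate only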
#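 Material: STAT3-luciferase reporter U3A cells; Probe or stimulus: IL-6 (33 ng/mL); Incubation: compound pre-incubation 1 h before IL-6, then 6 h stimulation at 37 °C; Technique: luminescence from STAT3-driven luciferase reporter; Evaluation: % activation versus median of IL-6-stimulated wells; Controls: IL-6-only high control.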
# bIAP inh = intestinal alkaline phosphatase (bovine) inhibition; purified bovine IAP, CDP-star luminescence, 30 min; AID 1019; 190,000 tested, under 10 active; inhibition, % at 20 µM;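 active means over 50% inhibition of intestinal alkaline phosphatase at 20 µM in the single-dose screen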
#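 Assay system: bovine IAP enzyme; medium: DEA buffer 100 mM, pH 9.8, with MgCl2 1.0 mM, ZnCl2 0.02 mM; doses: 20 µM single dose; incubation: enzyme reaction for 30 min at room temperature; detection: CDP-star luminescence signal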
# * hit, by the source's call; nt = not tested or not shown.
SMILES,STAT3 blocker,PPARg SRC-2 ag,bIAP act,ROMK mod,PPARg SRC-3 ag,SRC2 TRFRET art,STAT1 blocker,TNAP act hiacc,PPARg SRC-1 ag,STAT3 activator,bIAP inh
CC(C)NS(=O)(=O)c1ccc(CCC(=O)NCc2cccnc2)cc1,11,5,1,-0.28,0,1756,7,1,5,96,-2
COc1ccc2[nH]c(=O)c(COC(=O)c3cccs3)cc2c1,10,10,1.2,0.59,-1,1544,7,1,11,94,-17
CCOC(=O)c1[nH]c(C)c(C(=O)Nc2ccc(F)cc2)c1C,6,-9,0.9,nt,-6,1387,0,1.1,-7,103,8
COc1ccc(CC(=O)Nc2nc3ccccc3s2)cc1S(=O)(=O)N1CCOCC1,4,4,1,nt,-5,1702,8,1,2,101,-1
Cc1onc(-c2ccccc2)c1C(=O)NNC(=S)NC(=O)c1ccc(Br)cc1,3,10,0.9,0.31,1,1740,-6,1,-1,99,8
COc1ccccc1N=c1sc2ccccc2n1C,4,-6,1.1,0.066,-5,1614,-1,1,2,99,-6
CC(=O)NCCNC(=O)c1ccc(Sc2ccccc2)c([N+](=O)[O-])c1,2,11,1,-0.48,9,1777,9,1,3,101,4
CCC(=O)Nc1ccccc1C(=O)OCC(=O)c1cccc2ccccc12,23,11,0.9,-0.69,10,1472,-6,1,3,87,7
Cc1ccsc1/C=C/C(=O)O,8,10,0.9,-0.027,2,1639,-3,1,8,95,6
C=CCn1c(Sc2nc(C)cs2)nc2c1c(=O)[nH]c(=O)n2C,-2,-5,0.8,nt,-4,1544,-3,1,-5,112,23
COc1ccc(N(CC(=O)Nc2ccc(C)cn2)S(=O)(=O)c2c(C)nn(C)c2C)cc1,11,9,0.9,nt,2,1568,-13,1.1,-3,98,5
COc1ccc(C(=O)/C=C(\C)NCc2ccc3c(c2)OCO3)cc1,4,-5,0.8,nt,-4,1360,-1,1,-1,97,20
CCNC(=O)c1ccccc1SCC(=O)Nc1ccc(F)cc1,12,-2,0.9,1.2,4,1677,-1,0.9,-3,99,5
COc1cccc(/C=N/Nc2cc(C)nc(-c3ccccc3O)n2)c1O,16,-5,1.1,0.98,-2,1340,33,1,-9,90,-6
CCCNC(=O)c1nc(C)c(C)nc1C(=O)Nc1cccc(Cl)c1,1,2,0.9,-0.046,3,1552,-4,1,2,98,12

# A draw from above in order of length of the SMILES, high to low:
SMILES,STAT3 blocker,PPARg SRC-2 ag,bIAP act,ROMK mod,PPARg SRC-3 ag,SRC2 TRFRET art,STAT1 blocker,TNAP act hiacc,PPARg SRC-1 ag,STAT3 activator,bIAP inh
COc1ccc(CC(=O)Nc2nc3ccccc3s2)cc1S(=O)(=O)N1CCOCC1,4,4,1,nt,-5,1702,8,1,2,101,-1
CCCNC(=O)c1nc(C)c(C)nc1C(=O)Nc1cccc(Cl)c1,1,2,0.9,-0.046,3,1552,-4,1,2,98,12
COc1ccc2[nH]c(=O)c(COC(=O)c3cccs3)cc2c1,10,10,1.2,0.59,-1,1544,7,1,11,94,-17

# Continued.
SMILES,STAT3 blocker,PPARg SRC-2 ag,bIAP act,ROMK mod,PPARg SRC-3 ag,SRC2 TRFRET art,STAT1 blocker,TNAP act hiacc,PPARg SRC-1 ag,STAT3 activator,bIAP inh
O=C(CCCCCn1c(=O)[nH]c2ccsc2c1=O)NCc1ccc(F)cc1,8,8,0.9,-0.16,-4,1552,-4,1,3,99,14
COc1ccc(C2C(C#N)=C(N)N(c3ccccc3)C3=C2C(=O)CCC3)cc1Cn1cc([N+](=O)[O-])cn1 (centres undefined),4,0,1,-0.65,6,1533,-4,1,10,102,5
COc1ccc(C2N(c3ccccc3)CCN2c2ccccc2)cc1O,7,2,1.1,1.5,6,1608,-25,1,9,96,-11
O=C1N(c2ccccc2)C[C@@H]2C[C@@H](c3cc4ccccc4o3)N3CCC[C@@]123,-41,-9,1,-0.51,1,1552,-7,1.1,-2,141*,-4
C=CCN1C(=O)CSc2ccc(C(=O)NCc3ccco3)cc21,17,-5,0.9,nt,14,1586,8,1,9,92,7
CCOCCCNC(=O)C(NC(=O)c1ccc(=O)[nH]c1)c1ccc(C)cc1 (centres undefined),-3,8,0.9,nt,-3,1551,-5,1.1,5,107,6
CCN1CCN(CC(O)COC(C)C)CC1 (centres undefined),6,1,0.9,nt,-1,1569,-1,1,2,99,6
N#CC(C(=O)NC1CC1)c1nc2ccccc2nc1N1CCCC1 (centres undefined),-9,6,1,-1.8,-3,1490,3,0.9,6,113,3
O=C(NNS(=O)(=O)c1ccc(F)cc1)C1CCN(S(=O)(=O)c2ccccc2)CC1,5,2,1.1,-0.17,0,1712,-1,1,8,105,-11
COc1ccc(CNc2nc3c(c(=O)n(Cc4ccc(Cl)cc4)c(=O)n3C)n2C)cc1,33,-1,1,-0.72,-11,1352,19,1.1,2,78,-3
CCCC[n+]1ccn(C2=C([O-])c3ccccc3C(=O)/C2=N\S(=O)(=O)c2ccc(Br)cc2)c1,-4,8,0.6,-0.19,1,1529,-1,0.9,7,112,40
CC1=C(CC(=O)c2ccccc2)C(=O)c2ccccc2C1=O,-33,0,1,nt,6,1561,-19,1,1,138*,-2
NC(=S)n1[nH]c(-c2ccccc2)c(N=Nc2ccccc2C(=O)N2CCOCC2)c1=O,-1,-3,0.9,nt,2,1697,-6,0.9,-3,104,14
CCOc1ccccc1C(C(=O)NC1CCCC1)N(Cc1ccco1)C(=O)CNC(=O)c1ccco1 (centres undefined),-3,4,1.1,-0.34,6,1635,-3,1.1,5,103,-6
CCc1ccc(/C=N/NC(=O)c2cc(C3CC3)nc3ccc(Br)cc23)s1,-6,8,1,1,-6,1543,5,1,2,105,-1
COC(=O)NCC(c1cccnc1)N1CCOCC1 (centres undefined),5,10,0.8,nt,13,1573,-1,1,0,101,17
NC(=O)c1sc2nc(N3CCOCC3)c3c(c2c1N)CCCC3,8,2,1,1.3,4,1474,-1,1,12,95,4
O=c1[nH]c2cccnc2n1Cc1ccco1,4,12,1,0.69,5,1627,1,1.1,7,99,4
O=C(COC(=O)c1ccccc1-c1nc2ccccc2s1)Nc1ccccc1C(F)(F)F,-7,2,1.1,0.81,4,1518,-3,1,-1,108,-8
O=C(CN1CCN(c2ccccc2O)CC1)NC(=O)NCc1ccco1,-10,1,0.7,nt,3,1679,-2,1.1,-1,105,33
CCOC(=O)c1c(NC(=O)CN2C(=O)NC3(CCCCCC3)C2=O)sc(C)c1-c1ccc(C)cc1,-6,1,0.8,0.69,2,1536,-6,1,2,114,15
CCOc1[nH]n(-c2ccccc2)c(=O)c1C=Nc1ccc(C(=O)OC)cc1,1,-4,1,0.55,0,1673,0,1,18,101,2
CCn1c(-c2ccccc2Cl)nn(CC(=O)Nc2cc(Cl)ccc2Cl)c1=S,20,7,1,nt,6,1431,6,1.1,11,91,2
CCOC(=O)c1cc(NC(=O)c2ccc(C)cc2)c(=O)oc1-c1ccccc1,24,-1,1,nt,-3,1584,1,1,4,88,5
CCC(C(=O)Nc1cccc(C(F)(F)F)c1)c1ccccc1 (centres undefined),-1,-2,0.9,nt,-5,1418,6,1,-4,111,5
CC1CN(C(=O)CSc2nnc3c(Cl)cc(Cl)cn23)CC(C)O1 (centres undefined),0,-5,1,nt,-1,1585,0,1,1,101,-2
Cc1ccc(NC(=O)c2ccc(Cn3cc([N+](=O)[O-])cn3)cc2)c(C)c1,2,-2,1.1,-0.26,3,1650,-9,1,3,96,-11
Cc1cc(C(=O)CSc2nn3c(=O)c(C(C)(C)C)nnc3s2)c(C)n1-c1ccc(F)cc1,4,13,0.9,nt,22,2070*,-6,1.1,9,100,6
C(=N\Nc1ncnc2nc[nH]c12)/c1cccs1,22,0,1.5,0.089,2,1671,-37,1,-2,85,-52
COC(=O)c1ccccc1OCCCOc1ccc(C=O)cc1OC,-38,-4,1,nt,-1,1385,-38,1,-7,130,-3
COc1ccc(OC)c(C2C(C#N)=C(N)Oc3cc(C)n(Cc4ccccn4)c(=O)c32)c1 (centres undefined),9,11,0.9,0.2,-2,1562,-2,1,8,98,11
O=C(c1ccc(-c2ccccc2)cc1)N1CCN(c2nc3ccccc3o2)CC1,nt,-1,0.9,nt,0,1310,10,1,-14,nt,10
O=C(NCCc1cccs1)c1cccs1,16,2,0.9,-0.046,3,1578,-39,1,5,93,13
C[n+]1cnc(-c2ccccc2)cc1-c1ccccc1,12,8,0.9,1.1,-1,1302,2,1,-3,89,6
CCCn1nc(C(=O)NCc2ccccn2)c2ccccc2c1=O,1,-3,0.9,0.18,-4,1736,6,1,2,101,7
Clc1ccc2[nH]c3c(N4CCC5(CC4)OCCO5)ncnc3c2c1,34,-6,1,nt,-5,1486,33,1,-5,76,0
Cc1nc2ccccc2n1CCc1ccccc1,15,1,1.1,0.59,0,1474,-8,1.1,1,90,-7
O=C(CSc1nc2ccccc2o1)Nc1ccc(N2CCOCC2)cc1,6,-8,1,-0.4,-11,1484,-15,1.1,-8,101,-1
COCc1ccc(CN2CCCC(CO)(Cc3ccccc3C)C2)o1 (centres undefined),2,6,1.1,-0.4,4,1475,5,1.1,-1,102,-9
CN1CCN(C(=S)SCc2nc(N)nc(Nc3ccc(F)cc3)n2)CC1,8,4,0.9,-0.67,-4,1698,-9,1,-5,99,6
COc1ccc2nc(SCC(=O)N3CC(=O)Nc4ccccc43)c(C#N)cc2c1,-2,-6,0.9,-0.18,1,1332,-4,1,-4,101,13
CCN(CC)C(=O)CSc1nc2ccccc2c(=O)n1OC,4,3,1,nt,-5,1605,3,1,-1,102,0
COCCn1c(SCC(=O)Nc2ccc(F)cc2)nc2c(oc3ccccc32)c1=O,16,-3,1,0.18,1,1635,2,1,-5,93,5
Cc1cc(-c2ccccc2)nc2[n+]1CCN2C,-1,-4,0.9,nt,-6,1500,-1,1,-3,104,8
Cc1ccc(S(=O)(=O)CCC(=O)OCn2nnc3ccccc3c2=O)cc1,7,4,1.1,-0.075,5,1791,5,1,6,98,-11
CC1=NN(c2ccccc2)C(=O)/C1=C\c1ccc(Br)s1,9,1,0.9,1.3,10,1767,-5,1,9,93,8
CCNS(=O)(=O)c1ccc(NC(=O)c2ccccc2SCCOC)cc1,5,0,1.3,0.69,-2,1464,2,1,-2,100,-28
CCOC(=O)c1ccc(NC(=O)c2cccc(S(=O)(=O)N3c4ccccc4CC3C)c2)s1 (centres undefined),5,11,0.9,nt,4,1651,-3,1,5,95,6
Cc1c(Cl)cnc(NC(=O)COC(=O)c2nn(C)c(=O)c3ccccc23)c1Cl,-3,4,0.9,nt,-1,1562,-8,1,5,98,6
O=c1cc(-c2ccccc2)c2ccc(O)c(CN3CCCCC3)c2o1,-24,6,0.9,nt,9,1668,-15,1.1,5,121,5

# Screening data as filed in PubChem BioAssay.
